Screening results: PubChem, several laboratories
Bcl-2 Bim block = human Bim-Bcl-2 interaction inhibition | P10415 | Bead-based flow cytometry, Bim peptide-Bcl-2 binding | inhibition, % at 10 µM | 190,000 tested, 0.06% active; in the data active = inhibition above about 40%; inconclusive = no clear call, values can overlap the other calls;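 note: 0% = no compound wells with probe peptide and 100% = reference peptide inhibitor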
Target sequence (P10415 whole entry, looked up): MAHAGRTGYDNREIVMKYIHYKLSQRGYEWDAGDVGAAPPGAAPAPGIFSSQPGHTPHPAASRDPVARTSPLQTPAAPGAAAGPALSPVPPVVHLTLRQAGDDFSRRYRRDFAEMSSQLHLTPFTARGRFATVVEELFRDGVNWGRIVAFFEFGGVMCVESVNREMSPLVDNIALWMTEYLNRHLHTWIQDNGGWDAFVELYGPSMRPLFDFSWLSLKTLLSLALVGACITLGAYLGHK
Bfl-1 Bim block = disrupts Bim binding to human Bfl-1; Q16548; Bead-based flow cytometry, Bim-Bfl-1 binding inhibition; inhibition, % at 10 µM; 190,000 tested, 0.12% active;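 note: 0% = wells without compound plus tracer and 100% = blocker peptide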
RGS7-Gao = modulates binding of RGS7 to human Galphao; P09471; Multiplexed bead flow cytometry; actives lie on both sides; binding response (% of control), % at 10 µM; 220,000 tested, 0.35% active; AID 1439; in the data active = binding response below about 49% or above about 150%; inconclusive = no clear call, values can overlap the other calls; inactive = in between;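 note: fluorescent Galphao held in activated GDP-AlF4 state binding bead-coupled RGS7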
Target sequence (P09471 whole entry, looked up): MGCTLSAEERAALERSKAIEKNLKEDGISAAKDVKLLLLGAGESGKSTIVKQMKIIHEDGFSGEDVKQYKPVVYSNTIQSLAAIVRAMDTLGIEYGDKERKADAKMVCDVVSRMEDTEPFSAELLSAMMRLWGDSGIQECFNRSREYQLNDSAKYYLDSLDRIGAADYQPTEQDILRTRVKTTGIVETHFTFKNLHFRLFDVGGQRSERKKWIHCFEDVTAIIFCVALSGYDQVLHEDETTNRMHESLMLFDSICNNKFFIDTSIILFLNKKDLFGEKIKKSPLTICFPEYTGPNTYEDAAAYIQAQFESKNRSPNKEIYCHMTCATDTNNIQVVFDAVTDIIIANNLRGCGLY
GSH bead fluor = GSH bead compound fluorescence profile; GSH beads flow cytometry, compound fluorescence 488/530 nm; hits give high values; fluorescence (KMESF) at 10 µM; 190,000 tested, 0.25% active; in the data active = fluorescence above about 89;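 note: glutathione beads carrying GST-tagged Bcl family fusion proteins plus one bare bead set; values are compound well signal with DMSO vehicle wells as background; inactives centre near 16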
RGS4-Gao reg = human RGS4-Galphao interaction regulation | Multiplexed bead flow cytometry, RGS4-Galphao binding; actives lie on both sides | P09471 | binding response (% of control), % at 10 µM | 220,000 tested, 0.33% active; in the data active = binding response below about 49% or above about 150%; inactive = in between;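 note: fluorescent Galphao activated with aluminum fluoride binding bead-coupled RGS4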
Mcl1 Bid PPI = Mcl-1/Bid interaction inhibition | TR-FRET Mcl-1/Bid-Dy647 peptide binding, 1536-well | inhibition, % at 21.7 µM | Q07820 | 220,000 tested, 0.97% active;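 active = compounds that cut the binding signal by more than half at the single screening dose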;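 note: His-tagged Mcl-1 with europium anti-His antibody binding Bid BH3 peptide; 0% = Mcl-1 plus peptide wells and 100% = peptide-only wells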
Bcl-B Bim block = inhibitors of Bim-Bcl-B interaction, human; 190,000 tested, 0.073% active; inhibition, % at 10 µM; bead-based flow cytometry, Bim peptide-Bcl-B binding; AID 951;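 note: 0% = tracer peptide without compound and 100% = reference inhibitor peptide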
Bim-Bcl-W = inhibitors of Bim-Bcl-W interaction, human; 190,000 tested, 0.02% active; Q92843; inhibition, % at 10 µM; bead-based flow cytometry, Bim peptide-Bcl-W binding;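 note: 0% = bound tracer without compound and 100% = peptide blocker; higher means less fluorescent Bim peptide bound to Bcl-W beads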
Target sequence (Q92843 whole entry, looked up): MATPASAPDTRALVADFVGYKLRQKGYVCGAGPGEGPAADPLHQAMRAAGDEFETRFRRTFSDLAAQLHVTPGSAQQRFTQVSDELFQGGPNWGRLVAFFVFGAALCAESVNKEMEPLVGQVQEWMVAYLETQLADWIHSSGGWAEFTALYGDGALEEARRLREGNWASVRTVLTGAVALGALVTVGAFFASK
Bim-Mcl-1 = disrupts Bim peptide binding to human Mcl-1; Q07820; Bead-based flow cytometry, Bim peptide-Mcl-1 binding; inhibition, % at 10 µM; 190,000 tested, 0.1% active;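 note: 0% = no compound tracer wells and 100% = peptide blocker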
RGS8-Gao = human RGS8-Galphao interaction regulation. P09471. multiplexed bead flow cytometry, RGS8-Galphao binding; actives lie on both sides. response (percent of control binding), % at 10 µM. 220,000 tested, 0.34% active. AID 1423; in the data active = response below about 60% or above about 140%; inactive = in between;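 note: Galphao activated as the GDP aluminium fluoride complex binding bead-coupled RGS8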
Bim-Bcl-XL = disrupts Bim peptide binding to human Bcl-XL; Q07817; bead flow cytometry, fluorescence; inhibition, % at 10 µM; 190,000 tested, 0.04% active
Target sequence (Q07817 whole entry, looked up): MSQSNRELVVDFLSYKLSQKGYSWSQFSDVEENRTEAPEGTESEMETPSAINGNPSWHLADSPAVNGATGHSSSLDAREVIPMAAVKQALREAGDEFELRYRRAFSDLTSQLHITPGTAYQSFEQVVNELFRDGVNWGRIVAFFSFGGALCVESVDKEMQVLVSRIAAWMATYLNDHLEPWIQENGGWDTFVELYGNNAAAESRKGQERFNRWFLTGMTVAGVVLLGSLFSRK
Starred values were filed as active, the others as inactive; ? = inconclusive; nt = not tested or not shown. Cut-off read from the data, not from the text of the source, unless noted: active = inhibition above about 40%.

SMILES	Bcl-2 Bim block	Bfl-1 Bim block	RGS7-Gao	GSH bead fluor	RGS4-Gao reg	Mcl1 Bid PPI	Bcl-B Bim block	Bim-Bcl-W	Bim-Mcl-1	RGS8-Gao	Bim-Bcl-XL
COc1ccc(/C=N/NC(=O)c2cccc(NC(=O)c3ccccc3)c2)c(C(=O)O)c1OC	-1	-1	92	10	94	11	-3	-2	-1	97	-1
CCc1cc(/C(Cc2cscn2)=N\O)c(O)cc1O	0	-6	96	66	99	-33	-3	3	-1	99	0
O=C1NCN(c2ccccc2)C12CCN(CCCC(c1ccc(F)cc1)c1ccc(F)cc1)CC2	-2	-8	107	13	101	-14	-3	-2	-2	101	-1
CCNC(=O)CN(c1ccc(Cl)cc1)S(=O)(=O)c1ccccc1	-9	-15	101	26	104	8	-7	-1	-1	103	-4
COc1ccc(-c2cnc(SCC(=O)Nc3cc(C)on3)n2Cc2ccco2)cc1	-2	-1	100	17	99	2	-1	0	0	101	0
CCOc1ccc(OCCN2CCCCC2)cc1	-1	-2	102	16	102	2	1	-3	0	100	-8
Cc1oc(-c2cccc(Cl)c2)nc1CN1CCC(C(=O)NCc2ccco2)CC1	-4	-10	96	54	102	-60	-6	2	3	100	2
CCS(=O)(=O)N1Cc2ccccc2CC1C(=O)Nc1nnc(SCc2ccc(C#N)cc2)s1 (stereo not drawn)	0	1	87	3	93	-71	-4	-3	-2	104	-6
COc1ccc(NC(=S)N2c3ccccc3CC2C)cc1OC (stereo not drawn)	-2	2	?	14	98	-18	-7	-4	-3	98	-5
O=C(N1CCN(c2cccc(Cl)c2)CC1)C1(S(=O)(=O)c2ccc(Cl)cc2)CC1	-3	0	99	23	102	-13	1	-2	-3	98	0
Nc1ncnc2c1ncn2C1CCC(CO)C(O)C1 (stereo not drawn)	-11	-11	103	12	100	-10	-10	0	-1	100	-2
Cc1cc(Nc2ccccc2)c2c([N+](=O)[O-])ccc(C)c2n1	-2	0	98	7	103	-25	-3	-3	-3	101	-3
Cc1ccc(C(=O)Nc2ncnc3sc4c(c23)CCCCC4)cc1	-2	-3	103	58	104	-10	-1	-1	-3	103	7
COc1ccccc1N(CC(=O)NCc1ccccc1)C(=O)CCC(=O)Nc1ccccn1	-13	-17	103	27	101	0	-20	-21	-16	104	-15
Cc1ccc(-n2c(CSc3nc(C)cc(C)n3)nnc2SCC(=O)NCc2ccco2)cc1	17	11	98	25	96	-26	7	7	9	98	5
COc1ccc(Cl)cc1NC(=O)NC1CCCCC1	-2	0	98	13	102	-23	0	2	0	104	5
CS(=O)(=O)N1CCN(c2ccc([N+](=O)[O-])c(N3CCOCC3)c2)CC1	-5	-3	102	8	103	-33	-4	-4	-6	101	-5
O=C(N/N=C/c1ccc(OCC2COCCO2)cc1)c1ccc(Br)cc1 (stereo not drawn)	-4	-3	97	13	93	-13	-2	0	0	96	-3
CCOC(=O)c1c(NC(=O)COC(=O)c2ccc(O)cc2)sc(C(=O)N(C)C)c1C	4	0	88	10	92	-9	0	2	2	94	1
CC(=O)OCc1c(C(F)(F)F)nn(C)c1Oc1cccc(C(F)(F)F)c1	-5	-5	101	13	104	-33	-8	1	-5	103	-5
O=c1c(Cl)c(Cl)cnn1-c1ccccc1	-4	-8	102	20	101	-18	-11	-5	-4	103	-5
CCc1nc2sc3ccccc3c(=O)c2c(=O)n1Cc1ccco1	0	3	88	33	88	-7	0	1	-1	90	2
Cc1ccc(NC(=O)c2ccc([N+](=O)[O-])o2)cc1C	-3	-5	101	12	101	-3	-7	-2	2	103	0
CCN1CCN(c2cc(=O)n(Cc3ccc(F)cc3)c(=O)[nH]2)CC1	5	11	97	62	103	-32	-2	3	1	104	-5
COC(=O)Nc1snnc1C	0	-6	100	60	101	-6	0	0	0	101	-1
Cc1ccccc1CC1(CO)CCCN(C(=O)c2ccc(F)cc2)C1 (stereo not drawn)	-3	-7	100	14	102	-8	-4	-2	-3	101	-6
COc1ccc(NC(=O)c2ccc(NCCCN3CCOCC3)c([N+](=O)[O-])c2)cc1	-4	-7	101	11	95	-14	-3	-4	-2	103	-8
COc1ccc(NC(=O)/C=C/c2cc(OC)c(OC)c(OC)c2)cn1	0	-5	101	6	101	-19	-3	-2	-1	102	-4
CCC(C(=O)NC1CCCC1)N(C(=O)Cn1nnc(-c2cccs2)n1)c1cnc2ccccc2c1 (stereo not drawn)	0	-3	98	57	98	-15	0	0	12	96	-2
O=C(NCC1CCCO1)C1CCN(S(=O)(=O)c2cccnc2)CC1 (stereo not drawn)	3	0	99	25	99	-11	5	2	0	94	-2
O=C(O)/C=C\C(=O)Nc1ccc(OCc2ccccc2)cc1	0	-1	104	12	104	-13	-2	0	-2	102	0
O=[N+]([O-])c1ccc(-n2nnnc2CN2CCCCC2)cc1	-3	-2	101	13	101	-17	1	-1	-2	100	0
CCOC(=O)CCSc1nnc(-c2cccnc2)n1-c1ccccc1OC	-1	0	99	10	105	-22	-1	0	-1	101	0
COc1ccc(CNC(=O)c2ccc(C(C)C)cc2)cc1	0	-3	100	23	101	-9	-2	-1	0	97	-2
O=C(CCNc1ccc(F)cc1)c1cc2ccccc2o1	-1	5	97	9	99	-22	-1	-7	-22	96	-14
CC1(C)CC(=O)C(C(C2=C(O)CC(C)(C)CC2=O)c2ccc(Br)s2)C(=O)C1 (stereo not drawn)	-2	-11	87	13	95	4	-4	-5	-7	84	-8
CCCCN(CC)CCCNC(=S)Nc1ccc2nc3n(c(=O)c2c1)CCCCC3	-4	1	101	21	103	-9	-8	-3	-4	102	-5
Cc1cc(C)c(OCCN2CC(C)OC(C)C2)c(Br)c1 (stereo not drawn)	0	-2	64	19	99	1	0	-4	0	72	0
Cc1ccccc1N1CC(O)(c2cccs2)[N+]2=C1CCCC2 (stereo not drawn)	-2	-2	103	9	103	-1	-3	4	0	104	0
COc1cc(CCC(=O)N2CCN(c3ncccn3)CC2)cc(OC)c1OC	0	-4	96	16	101	4	0	0	0	101	0
Cn1cc2cccc([N+](=O)[O-])c2n1	-2	-4	99	13	97	-1	-6	0	2	101	0
O=C(CN(C1CCCCC1)S(=O)(=O)c1ccccc1)NCc1cccnc1	-15	-24	100	24	100	3	-7	-6	-4	103	-8
COc1ccc(Nc2ncc(C(=O)O)c3ccccc23)cc1	0	0	102	11	103	-47	0	0	0	105	1
O=c1c(-c2ccc(O)cc2)coc2cc(OC3OC(CO)C(O)C(O)C3O)ccc12 (stereo not drawn)	-1	-2	98	18	98	-2	-3	-2	1	100	-1
Cc1ccc(C(C(=O)NC2CCCCC2)N(CC2CCCO2)C(=O)CNC(=O)c2ccco2)cc1 (stereo not drawn)	3	0	94	13	84	-20	1	2	1	100	0
CCNc1[nH]c(=O)n(C)c(=O)c1N=O	-7	-11	98	58	101	-54	-5	4	0	100	-2
CCOC(=O)c1c(NC(=O)CSc2nnc(-c3cccnc3)o2)sc(C)c1C	-11	-13	100	24	103	-17	-6	-6	-2	102	-7
COc1ccccc1Nc1ncc(-c2cccs2)s1	-12	-11	98	12	97	-28	-11	1	-1	99	-5
Cc1cc(-c2ccc(N3C(=O)CCC3=O)c(C)c2)ccc1N1C(=O)CCC1=O	0	1	89	20	94	-9	0	4	5	96	1
CCOc1ccc(CCNC(=O)CSc2nnnn2C)cc1OCC	-7	-7	75	15	72	-22	-7	-4	-3	101	-6

Continued.
SMILES	Bcl-2 Bim block	Bfl-1 Bim block	RGS7-Gao	GSH bead fluor	RGS4-Gao reg	Mcl1 Bid PPI	Bcl-B Bim block	Bim-Bcl-W	Bim-Mcl-1	RGS8-Gao	Bim-Bcl-XL
Cc1ccc(Cn2nnnc2CN2CCC(NC(=O)C(C)(C)C)CC2)cc1	0	-6	100	10	99	-6	-4	0	0	100	-2
N#Cc1c(-c2cccc(Br)c2)cc(-c2cccnc2)nc1N	1	-1	101	8	103	-63	-5	0	-1	101	-1
Cc1cccc(NC(=O)CSc2nc3ccc(NC(=O)CSc4nnnn4-c4ccccc4)cc3s2)c1C	-8	-9	93	63	89	-8	-5	0	1	99	3
Cc1cccc(N2CCN(C(=O)CSc3ccsc3[N+](=O)[O-])CC2C)c1 (stereo not drawn)	0	1	87	4	93	-51	-9	-2	-7	94	-6
CS(=O)(=O)Nc1ccc(C(=O)NCCC2=CCCCC2)cc1	-5	-6	nt	38	nt	-80	-5	4	0	nt	0
CCCN(CC(=O)Nc1ccc(F)c(F)c1F)Cc1cc(=O)n2ccsc2n1	-4	-10	100	8	98	-17	-8	-4	-2	102	-4
CN(c1cccc(NS(=O)(=O)c2cccs2)c1)S(C)(=O)=O	-8	-10	108	26	106	-8	-5	0	0	102	0
N/C(=N\c1nc2ccccc2o1)NC(=O)C(Cc1ccccc1)N1C(=O)c2ccccc2C1=O (stereo not drawn)	0	-5	102	66	104	-28	-1	-1	0	102	-1
O=C1/C(=C\c2ccncc2)SC(=S)N1C1CCCCC1	-3	-8	102	10	102	-6	-10	-3	0	101	-2
COc1ccc(/C=N/NC(=O)c2cccc(Br)c2)cc1Cn1cc(Cl)cn1	-4	-3	96	24	103	-1	-1	2	0	102	-1
O=C(NC(=S)NCC1CCCO1)c1cccs1 (stereo not drawn)	-4	-12	110	12	111	-11	-7	-4	1	110	-6
COCCNC(=O)CNC(=S)N(Cc1ccccc1)Cc1cccnc1	-8	-4	104	13	102	-38	-7	-5	-5	93	-9
Cc1ccc(C)c(N2CCN(C(=S)Nc3ccc4nc(N5CCOCC5)cc(C)c4c3)CC2)c1	-4	6	101	12	103	-51	-10	-4	-4	103	-6
Cc1ccc(S(=O)(=O)N2CCN(c3ccc([N+](=O)[O-])c(Sc4nncn4C)c3)CC2)cc1	-2	-1	100	8	100	-22	-5	0	-1	100	-5
CC(C)c1nnc(NC(=O)c2ccc3c(c2)OCO3)s1	2	-3	81	14	91	-3	-3	0	0	95	-2
CC1OC23CCCCC2C(C#N)(C(=N)O3)C1(C#N)C#N (stereo not drawn)	2	0	103	13	102	-15	-4	0	2	104	-2
CCOc1cc(C2NC(=O)NC(c3ccccc3)=C2C(C)=O)ccc1OCC(N)=O (stereo not drawn)	-18	-10	104	16	102	-5	-1	21	2	98	10
CCOC(=O)C1CCCN(c2c(Nc3cc(C)cc(C)c3)c(=O)c2=O)C1 (stereo not drawn)	3	0	102	20	102	-24	-1	-4	-3	101	-3
O=S(=O)(Nc1ccc(S(=O)(=O)N2CCCCC2)cc1)c1ccc(Br)s1	-7	-17	101	36	102	30	-8	-1	-3	101	-8
O=C(CP(=O)(CO)CO)c1ccc(Cl)cc1	0	-1	101	14	97	0	-6	-1	-4	99	-5
Cc1ccc(-c2nc(-c3ccccc3)no2)c(Cl)c1	0	1	102	24	102	-11	-5	0	-1	103	0
Cc1ccc(NC(=S)N(Cc2cccs2)Cc2cc3cccc(C)c3[nH]c2=O)cc1	-9	-3	100	13	99	-13	-7	-1	-5	99	-8

Entries of single compounds as entered above.
Record of O=c1c(-c2ccc(O)cc2)coc2cc(OC3OC(CO)C(O)C(O)C3O)ccc12 (stereo not drawn) = Bcl-2 Bim block: -1; Bfl-1 Bim block: -2; RGS7-Gao: 98; GSH bead fluor: 18; RGS4-Gao reg: 98; Mcl1 Bid PPI: -2; Bcl-B Bim block: -3; Bim-Bcl-W: -2; Bim-Mcl-1: 1; RGS8-Gao: 100; Bim-Bcl-XL: -1
Record of Cc1cccc(N2CCN(C(=O)CSc3ccsc3[N+](=O)[O-])CC2C)c1 (stereo not drawn) = Bcl-2 Bim block: 0; Bfl-1 Bim block: 1; RGS7-Gao: 87; GSH bead fluor: 4; RGS4-Gao reg: 93; Mcl1 Bid PPI: -51; Bcl-B Bim block: -9; Bim-Bcl-W: -2; Bim-Mcl-1: -7; RGS8-Gao: 94; Bim-Bcl-XL: -6
